# From PubChem
# TGFb SMAD3 inh: qHTS for Inhibitors of TGF-b; HepG2 CAGA-GFP TGF-b/SMAD3 reporter, GFP fluorescence, 18 h; TGF-beta stimulated, 500 pg/mL final; Potency, µM (doses to about 46.1 µM), for inactives: at the highest dose activity, negative = inhibition, most hits filed as inhibitors; 410,000 tested, 1.2% active; AID 588855, 2011; note: potency is the fitted concentration of half-maximal effect; % is set by controls: 0 for no effect and ±100 for the full control effect; nearly all actives have a fitted effect of over 65% in size
#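 HEPG2 CAGA-GFP, 1000 cells/well; 2 h settle, 37 C; cpd via pin tool; TGF-b 500 pg/mL final; 18 h, 37 C; GFP imaging ex488/em500-530; %Activity normalised to -TGF-b and +DMSO controls; CRC fit, curve class.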
# HepG2 tox: qHTS for Inhibitors of TGF-b: Cytotox Counterscreen | HepG2 CAGA-GFP viability, ATP luminescence, 18 h | Potency, µM (highest dose often 46.1 µM), without a hit: top-dose activity change, negative = cytotoxicity, actives largely listed as cytotoxic | 410,000 tested, 0.76% active; note: potency is the fitted concentration of half-maximal effect; some results filed as inactive show a strong effect at the top dose
#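 CellTiter-Glo luminescence gave cytotoxicity after 18 hours at 37 degrees C. The cells were HepG2 CAGA-GFP in 1% FBS DMEM, stimulated with 500 pg/mL TGF-beta after compound addition. %Activity was normalised to no-cell wells (complete cell-killing) and DMSO (no toxicity), and curves were fitted and classified.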
# Nrf2 inh: Nrf2 qHTS screen for inhibitors | A549 ARE-Fluc reporter, luciferase luminescence, 18-24 h | Potency, µM (highest dose often 46 µM), inactives show top-dose activity change, negative = inhibition, most hits filed as inhibitors | 360,000 tested, 2.1% active | AID 504444, 2011; note: potency is the fitted concentration of half-maximal effect; % is set by controls: 0 for no effect and ±100 for the full control effect; nearly all actives have a fitted effect of over 60% in size
#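 Nrf2 activity is the BugLite luminescence, read 15 min after reagent at room temperature, following CellTiter-Fluor cytotoxicity readout (30 min, 37C). Compound titrations were applied for 18-24 h to 5000 A549 ARE_Fluc cells/well in 5% FBS OPTI-MEM.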
# Akt phos inh: HTS Assay for Inhibitors of Akt Phophorylation: Primary Screen; activity change, % for hits at 50 µM; 360,000 tested, 0.32% active; Neuro2A IGF-stimulated pAkt S473 HTRF, 20 min; hits give low values; in the data active = activity change below about -80%; inconclusive = mostly about -51% to -80%; note: % is set by controls: 0 for no effect and ±100 for the full control effect
#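 Neuro2A cells in DMEM with 0.5% FBS, overnight at 37 deg C, given compound at single 50 µM final, then IGF (6 nM final) for 20 min at 37 deg C. Lysed; phospho-Akt Ser473 by HTRF after 24 h, 665/615 ratio.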
# CCT chaperon mod: High-Throughput Screening for Modulators of Cytosolic Chaperonin Activity; purified chaperonin ATPase assay, HTRF ADP detection, 30 min; activity change, % (concentration not given with the values), hits read low; 360,000 tested, 0.3% active; AID 651819, 2012; in the data active = activity change below about -30%; note: % is set by controls: 0 for no effect and ±100 for the full control effect
#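 ATPase activity: ADP formed was measured by HTRF Transcreener (665/615 nm ratio) after 30 min at 37 deg C with 10 uM ATP. Compounds screened at one 76 uM concentration against 40 or 20 nM TRiC in Tris pH 7.4/KCl/MgCl2/DTT buffer.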
# A549 tox: Nrf2 qHTS screen for inhibitors: counterscreen for cytotoxicity | 390,000 tested, 0.16% active | A549 ARE-Fluc cells, CellTiter-Fluor viability, 18-24 h | Potency, µM (titrated, usually from 46 µM), without a hit: at the highest dose activity change, negative = cytotoxicity, hits mostly inhibitors; note: potency is the fitted concentration of half-maximal effect; % is set by controls: 0 for no effect and ±100 for the full control effect
#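 Cytotoxicity counterscreen: CellTiter-Fluor fluorescence was measured in A549 ARE_Fluc cells after 18-24 h of compound exposure in a concentration series. The subsequent BugLite luminescent read reports ARE-luciferase activity.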
# Abeta rescue: qHTS for compounds that reverse cellular toxicity of Amyloid beta (A-beta) peptide in yeast: Primary Screen | yeast expressing A-beta42, growth rescue, OD600, 48 h; response scale: 0% DMSO, 100% iron-clioquinol control | Potency, µM (series often up to 46.1 µM), for the others: at the highest dose growth rescue, most hits filed as activators | 410,000 tested, 0.063% active; note: potency is the fitted concentration of half-maximal effect; nearly all actives have a fitted effect of over 55% in size
#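 Yeast A-beta toxicity model in growth medium with pinned compounds, 48 h at 30 C; growth read as absorbance at 600 nm. Normalized to FeCl3/clioquinol equimolar mix (positive) and DMSO (negative).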
# MmCpn inh: Inhibitors of TCP-1 ring complex (TRiC) of Methanococcus maripaludis (MmCpn): qHTS; Chaperonin Mm-Cpn (Methanococcus maripaludis); purified Mm-Cpn ATPase, ADP Transcreener TR-FRET; Potency, µM (series often up to 76.9 µM), for the others: at the highest dose activity, negative = inhibition, hits mostly inhibitors; 330,000 tested, 0.031% active; AID 504842, 2011; note: potency is the fitted concentration of half-maximal effect; % is set by controls: 0 for no effect and ±100 for the full control effect; nearly all actives have a fitted effect of over 80% in size
#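 TR-FRET (320 nm excitation; 590 and 665 nm emission) reports ADP made from 10 uM ATP by 25 nM enzyme; compounds were preincubated 10 min, reaction run 30 min, both at 37°C.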
# Nrf2 activator: qHTS of Nrf2 Activators. AREc32 ARE-luciferase reporter (MCF7-derived line), luminescence, 24 h. Potency, µM (series often up to 46.1 µM), for the others: at the highest dose activation, usual class: activators. 410,000 tested, 0.31% active. AID 624171, 2012; note: potency is the fitted concentration of half-maximal effect; % of control where 0% means no effect; nearly all actives have a fitted effect of over 65% in size
#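 Reporter line AREc32 (ARE-Fluc), seeded overnight in OPTI-MEM with 5% FBS; compound pin-transferred, 24 hr at 37 deg C, 5% CO2; luminescent read-out.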
# Numbers without * were called inactive; i = inactive; u = inconclusive; x = no result given; & = joins results of further samples; [ ] = dose if it differs, or a comment. Unless noted, calls come from the whole dose curve; as a rule, active = well fitted curve in the direction sought with a large enough effect; inconclusive = small, poorly fitted or top-dose-only effect, or another doubt; inactive = no such curve, though single readings can be large; an effect the other way counts as inactive or inconclusive.
# Fields – TGFb SMAD3 inh	HepG2 tox	Nrf2 inh	Akt phos inh	CCT chaperon mod	A549 tox	Abeta rescue	MmCpn inh	Nrf2 activator
> COc1ccc(-n2nc3c(c2NC(=O)c2ccccc2)CS(=O)(=O)C3)cc1
→ -16%	-15%	x	i	-0.3	x	-1%	x	-0.5%
> CCN1CCCC1CNC(=O)C(=O)Nc1ccc(OC)cc1 (stereo not drawn)
→ -4%	3%	9%	i	2.0	-1%	4%	1%	0.3%
> CCC1Oc2ccccc2N(CC(=O)NCCN2C(C)CCCC2C)C1=O (stereo not drawn)
→ 0%	-5%	9%	i	1.5	7%	-11%	3%	-0.2%
> COCCNC(=S)N1CCc2cc(OC)c(OC)cc2C1COc1cc(C)cc(C)c1 (stereo not drawn)
→ u	-11%	-13%	i	0.6	1%	u	-1%	2.7%
> O=C(COC(=O)c1cncc(Br)c1)Nc1ccc(S(=O)(=O)N2CCOCC2)cc1
→ 0%	-8%	x	i	-2.0	x	4%	x	-0.2%
> COc1ccc(-n2c(CSc3nc(C)cc(C)n3)nnc2SCC(=O)Nc2nccs2)cc1
→ 0%	0%	2%	i	-1.1	-9%	23%	0%	-0.5%
> CN(c1ccccc1C(=O)Nc1cccc([N+](=O)[O-])c1)S(=O)(=O)c1ccccc1
→ -5%	4%	-3%	i	-0.4	0%	6%	-1%	u
> CCc1cccc(-n2c(=O)c3cccnc3n2CC(=O)Nc2ccc(OC)c(Cl)c2)c1
→ -15%	-4%	8.2µM*	x	x	6%	-36%[inhibitor]	x	3.5%
> Cc1ccc2cc3cc(C(=O)NCCCN4CCCC4=O)oc3nc2c1
→ -4%	-4%	u	i	-1.9	2%	2%	-1%	-0.6%
> COc1ccccc1-n1c(-c2ccccc2)c[nH]c1=S
→ -8%	-10%	-1%	i	-29	13%	26%	-1%	0.4%
> CCOC(=O)c1cnc2c(F)ccc(F)c2c1Sc1ccccc1
→ 12%	2%	-2%	i	-1.0	1%	15%	-1%	8.6%
> CC(=O)Nc1ccc(NC2=C/C(=N/S(=O)(=O)c3cccs3)c3ccccc3C2=O)cc1
→ 5µM*	6.3µM*	2%	i	0.6	0%	7%	-2%	-2.5%
> Cc1cccc(-n2nnc(-c3nc(-c4cccs4)no3)c2N)c1
→ 21%	15%	u	x	x	0%	-13%	x	4.9%
> COC(=O)c1ccc(C(=O)OC)c(NC(=S)N2CCCCC2C)c1 (stereo not drawn)
→ 19%	5%	9%	i	-0.4	-2%	-5%	-2%	2.4%
> O=C(COc1ccccc1)NC(=S)Nc1ccc2c3c(cccc13)CC2
→ 10%	-2%	x	i	-4.9	-5%	2%	-1%	2.8%
> CCOC(=O)c1[nH]c(C)c(C(=O)OCC)c1C
→ u	20%	8%	i	-3.4	-4%	0%	0%	3.6%
> Cc1ccc(-c2csnn2)cc1
→ 15%	12%	17%	i	-3.1	8%	-7%	0%	-1.1%
> N=C1CCCN1CC(=O)c1ccc(Br)cc1
→ 6%	-2%	14%	i	-1.1	-1%	12%	2%	2.7%
> COCCCNC(=O)CCn1c(=O)c2ccccc2n(CC(=O)Nc2c(C)cc(C)cc2C)c1=O
→ 7%	-45%	1%	x	x	1%	-12%	x	0.0%
> Nc1ccn(CC(=O)NCCNc2ccc([N+](=O)[O-])cn2)c(=O)n1
→ 1%	-12%	-3%	i	-5.7	-17%	-6%	2%	-1.1%
> OCCC1CN(Cc2c(F)cccc2Cl)CCN1C1CCCC1 (stereo not drawn)
→ 1%	-2%	-2%	i	-3.4	-7%	-10%	u	-0.2%
> C/C(=N/NC(=O)c1cccnc1)C1=C(O)CC(C)(C)CC1=O
→ 19%	-14%	-14%	i	0.4	16%	0%	2%	0.2%
> Cc1cc(C)c(S(=O)(=O)N2CCC(C(=O)NCc3ccc(Cl)cc3Cl)CC2)c(C)c1
→ -25%	-11%	u	i	-2.6	x	-73%[inhibitor]	1%	2.8%
> COc1cc(CNCc2ccc3c(c2)OCO3)c([N+](=O)[O-])cc1OC
→ 0%	-20%	3%	i	0.1	0%	-14%	1%	0.9%
> O=C(c1c[nH]c2ccccc12)N1CCN(c2ccccc2)CC1
→ -7%	-9%	-1%	i	1.8	3%	6%	-1%	0.3%
> Cc1ccc2cc3cc(C(=O)N(C)c4ccccc4C)oc3nc2c1
→ x	4%	u	x	x	2%	-12%	x	4.5%
> O=c1oc(-c2ccccc2)nc2sc3c(c12)CCCC3
→ -1%	-2%	-18%	i	2.1	-11%	2%	1%	u
> COc1ccc(C=CC(=O)c2cc(O)ccc2O)cc1
→ -3%	-4%	9%	i	-0.8	-5%	-18%	x	u
> O=C(Nc1ccccn1)Nc1cccs1
→ 6%	-4%	14%	i	1.3	-2%	26%	u	27%
> CC1(C(=O)NCc2ccc(C(F)(F)F)cc2)CCN1Cc1c(F)cccc1F (stereo not drawn)
→ u	-32%	x	i	2.0	x	6%	x	4.8%

# In a second layout: results already given
SMILES	TGFb SMAD3 inh	HepG2 tox	Nrf2 inh	Akt phos inh	CCT chaperon mod	A549 tox	Abeta rescue	MmCpn inh	Nrf2 activator
COc1ccc(-n2nc3c(c2NC(=O)c2ccccc2)CS(=O)(=O)C3)cc1	-16%	-15%	x	i	-0.3	x	-1%	x	-0.5%
CCN1CCCC1CNC(=O)C(=O)Nc1ccc(OC)cc1 (stereo not drawn)	-4%	3%	9%	i	2.0	-1%	4%	1%	0.3%
CCC1Oc2ccccc2N(CC(=O)NCCN2C(C)CCCC2C)C1=O (stereo not drawn)	0%	-5%	9%	i	1.5	7%	-11%	3%	-0.2%
COCCNC(=S)N1CCc2cc(OC)c(OC)cc2C1COc1cc(C)cc(C)c1 (stereo not drawn)	u	-11%	-13%	i	0.6	1%	u	-1%	2.7%
O=C(COC(=O)c1cncc(Br)c1)Nc1ccc(S(=O)(=O)N2CCOCC2)cc1	0%	-8%	x	i	-2.0	x	4%	x	-0.2%
COc1ccc(-n2c(CSc3nc(C)cc(C)n3)nnc2SCC(=O)Nc2nccs2)cc1	0%	0%	2%	i	-1.1	-9%	23%	0%	-0.5%

# Compounds listed so far with two or more sulfur atoms, in the order listed:
# Fields – TGFb SMAD3 inh	HepG2 tox	Nrf2 inh	Akt phos inh	CCT chaperon mod	A549 tox	Abeta rescue	MmCpn inh	Nrf2 activator
> COc1ccc(-n2c(CSc3nc(C)cc(C)n3)nnc2SCC(=O)Nc2nccs2)cc1
→ 0%	0%	2%	i	-1.1	-9%	23%	0%	-0.5%
> CC(=O)Nc1ccc(NC2=C/C(=N/S(=O)(=O)c3cccs3)c3ccccc3C2=O)cc1
→ 5µM*	6.3µM*	2%	i	0.6	0%	7%	-2%	-2.5%

# The results go on:
# Codes: A = TGFb SMAD3 inh; B = HepG2 tox; C = Nrf2 inh; D = Akt phos inh; E = CCT chaperon mod; F = A549 tox; G = Abeta rescue; H = MmCpn inh; I = Nrf2 activator
> CCCCCCCCN1[C@@H](CC(=O)O)c2cc(C(F)(F)F)ccc2S1(=O)=O
  A: 11µM*; B: -39%&-30%; C: -1%; D: i; E: 0.7; F: 2%; G: -9%; H: x; I: u

> CC1Cc2cc(/C(O)=C3/C(=O)C(=O)N(CCCn4ccnc4)C3c3ccco3)ccc2O1 (stereo not drawn)
  A: 10%; B: -2%; C: x; D: i; E: -0.1; F: -2%; G: 10%; H: -3%; I: 2.7%

> Cc1ccc(NC(=O)C2CCN(S(=O)(=O)c3cc(-c4noc(C)n4)ccc3C)CC2)c(C)c1
  A: -23%; B: -52%; C: x; D: x; E: x; F: -2%; G: -19%; H: x; I: 0.2%

> CCN(CC)S(=O)(=O)c1cccc2cc(C(=O)O)c(O)cc12
  A: -1%; B: 6%; C: -2%; D: i; E: 2.2; F: 6%; G: -16%; H: -10%; I: 0.4%

> C=CCNC(=S)NNC(=O)C(CCCC)CC(C)(C)O (stereo not drawn)
  A: -11%; B: 0%; C: 22%; D: x; E: 1.4; F: 3%; G: 11%; H: -1%; I: 0.1%

> O=C(Nc1cccc(-c2cccc(Cl)c2)c1)C1CCN(C2CCC2)CC1
  A: u; B: -74%; C: 2%; D: i; E: -1.8; F: 1%; G: -10%; H: -1%; I: 4.7%

> COc1ccc(C(=O)O)cc1S(=O)(=O)NC(C)C
  A: 5%; B: 0%; C: -5%; D: i; E: -1.1; F: -1%; G: 6%; H: 1%; I: -0.6%

> COc1ccc(-c2noc(CCC(=O)N3CCN(c4cccc(C(F)(F)F)c4)CC3)n2)cc1
  A: u; B: 2%; C: x; D: i; E: -1.6; F: -20%; G: 8%; H: -4%; I: -0.5%

> CSCCC(NC(=O)c1ccccc1Cl)C(=O)NCCOc1ccc(C)cc1 (stereo not drawn)
  A: -9%; B: -27%; C: x; D: i; E: 0.9; F: x; G: -9%; H: x; I: 0.5%

> O=C(O)c1ccccc1Nc1cccc(C(F)(F)F)c1
  A: 0%; B: -24%; C: -13%; D: i; E: -0.9; F: 4%; G: -83%[inhibitor]; H: 2%; I: 3.1%
